Screening data: PubChem, several laboratories
Mtb FBA inh: Mtb FBA enzyme inhibitors, primary screen, biochemical, fluorescence, strain H37Rv | Fructose-bisphosphate aldolase (Mycobacterium tuberculosis (strain ATCC 25618 / H37Rv)), … | inhibition, % at 1 µM | purified M. tuberculosis FBA, fluorescence read-out | 360,000 tested, 2.3% active; in the data active means inhibition above about 27%;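 further: 0% = vehicle and 100% = reference inhibitor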
Target sequence (P9WQA3 whole entry, looked up): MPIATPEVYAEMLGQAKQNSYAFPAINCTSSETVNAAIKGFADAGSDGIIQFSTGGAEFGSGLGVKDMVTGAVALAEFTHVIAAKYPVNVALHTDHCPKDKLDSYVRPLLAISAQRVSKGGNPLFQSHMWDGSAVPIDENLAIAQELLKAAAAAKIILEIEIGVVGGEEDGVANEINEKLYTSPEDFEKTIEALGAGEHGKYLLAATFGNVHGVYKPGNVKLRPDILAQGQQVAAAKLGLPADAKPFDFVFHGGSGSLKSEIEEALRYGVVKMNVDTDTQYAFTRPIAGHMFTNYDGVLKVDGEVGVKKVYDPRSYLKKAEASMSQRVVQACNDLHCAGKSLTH
GDH-TPI counter: GDH-TPI coupling enzyme inhibitors, primary screen, artefact control for M. tuberculosis FBA inhibitor project, biochemical, absorbance, full deck; GDH-TPI coupled enzyme counterscreen, NADH absorbance; inhibition, % at 4.8 µM; 360,000 tested, 1.2% active; AID 588335, 2011; in the data active means inhibition above about 30%;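 further: 0% = DMSO wells and 100% = wells lacking the enzyme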
Mtb UGM inh: M. tuberculosis UGM enzyme inhibitors, primary screen, biochemical, fluorescence polarization, single point | purified UGM, fluorescence polarization probe displacement | 320,000 tested, 0.06% active | AID 504406, 2011 | inhibition, % at 10 µM; in the data active means inhibition above about 10%, passing the limit was not always enough
Target sequence (P9WIQ1 whole entry, looked up): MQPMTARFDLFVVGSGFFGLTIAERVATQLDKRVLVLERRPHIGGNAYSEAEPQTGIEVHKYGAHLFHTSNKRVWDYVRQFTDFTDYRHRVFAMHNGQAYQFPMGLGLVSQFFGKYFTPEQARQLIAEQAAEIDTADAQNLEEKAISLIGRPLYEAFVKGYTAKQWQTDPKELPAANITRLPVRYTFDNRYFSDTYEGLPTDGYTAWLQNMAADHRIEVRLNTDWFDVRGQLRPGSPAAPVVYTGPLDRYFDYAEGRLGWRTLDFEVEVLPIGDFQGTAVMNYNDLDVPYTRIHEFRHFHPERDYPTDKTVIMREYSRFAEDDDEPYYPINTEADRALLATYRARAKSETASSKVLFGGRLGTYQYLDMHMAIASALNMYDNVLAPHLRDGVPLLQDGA
PfHsp40 yeast: rescue of yeast from PfHsp40 toxicity, primary screen, S. cerevisiae, ATP luminescence; 340,000 tested, 0.68% active; growth rescue, % at 12.5 µM; S. cerevisiae expressing PfHsp40, growth rescue; in the data active means growth rescue above about 28%, passing the limit was not always enough;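 further: yeast W303a lacking pdr1 and pdr3 grown in galactose medium; growth measured after three days at 30 °C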
FadD28 binding: inhibitors of FadD28 bisubstrate probe binding, primary screen, biochemical, fluorescence polarization, single point. inhibition, % at 12.5 µM. 360,000 tested, 0.22% active; in the data active means inhibition above about 8.5%, passing the limit was not always enough
TcdB GH inh: TcdB glycohydrolase inhibitors, primary screen, biochemical, single point, plate reader | Toxin B (Clostridioides difficile), P18177 | TcdB glycohydrolase enzymatic assay | inhibition, % at 9.99 µM | 350,000 tested, 0.24% active | AID 652162, 2013; in the data active means inhibition above about 10%
Y pestis TopoI: Yersinia pestis topoisomerase I inhibitors, primary screen, biochemical, cleavage product accumulation, plate reader, single point; AID 504884, 2011; 360,000 tested, 0.064% active; activity, % at 10 µM; DNA topoisomerase I (Yersinia pestis CO92); Y. pestis Topo-I cleavage product accumulation; in the data active means activity above about 50%, passing the limit was not always enough; further: inactives centre near 2
BH1578 lux ind: inducers of Vibrio cholerae quorum light production without autoinducers, primary screen, BH1578 luxS cqsA deficient, single point; V. cholerae BH1578 lux reporter, luminescence, 6 h; activation, % at 18.7 µM; 350,000 tested, 0.16% active; in the data active means activation mostly above about 9.7%, no sharp cut-off; further: not every result past the cut was called active; inactives centre near 0; reference of the scale not given here
BioA inh: M. tuberculosis BioA enzyme inhibitors, primary screen, biochemical, plate reader, single point, HTS; 360,000 tested, 0.096% active; inhibition, % at 9.99 µM; 7,8-diaminopelargonic acid synthase BioA (Mycobacterium tuberculosis); purified M. tuberculosis BioA enzyme; in the data active means inhibition above about 40%
Active calls of the source: *; i = inactive; nt = no result given.

Values run as follows: Mtb FBA inh, GDH-TPI counter, Mtb UGM inh, PfHsp40 yeast, FadD28 binding, TcdB GH inh, Y pestis TopoI, BH1578 lux ind, BioA inh
CC(C)(C)NC(=O)CN(C(=O)CNS(=O)(=O)c1ccccc1)c1ccc2c(c1)OCCO2
 : 5, 7, 3.2, 0.8, -2.5, nt, -4, -0.3, -0.7
COc1cc(C(=O)NCc2nnc(SCC(=O)N3CCc4ccccc43)o2)cc(OC)c1OC
 : -2, 2, 0.0, 0.3, -2.3, nt, -2, i, -0.1
CCN(C[C@H]1N[C@@](CC)(C(=O)OC)[C@H]2C(=O)N(C)C(=O)[C@@H]12)C(=O)Nc1ccc(F)cc1
 : 4, 0, -1.8, 0.5, 0.8, -0.1, 7, 0.9, -1.0
COc1cc(-c2cc(C(=O)O)c3cc4ccccc4cc3n2)cc(OC)c1OC
 : 2, 13, nt, nt, -5.5, 1.6, 6, -4.5, 0.4
COc1ccc(/C=N/NC(=S)SC)cc1OC
 : 0, 16, 1.6, 1.4, -3.1, 0.9, -1, nt, nt
Nc1ccc(C(=O)c2cccs2)cc1
 : -1, 23, nt, -0.7, -1.1, nt, -5, -0.3, nt
O=C(Nc1ccc(N2CCOCC2)cc1)c1cccc2c(-c3ccc(F)c(F)c3)coc12
 : 0, 2, nt, nt, -1.8, 0.9, 9, -0.2, 0.3
CC(=O)NC(CCS(C)(=O)=O)C(=O)Nc1c(C)cccc1C (configuration not stated)
 : -2, 9, 1.7, -1.0, -2.5, 0.9, 4, -0.1, -0.7
c1ccc(-c2nnc(CN3CCCCC3)o2)cc1
 : -3, -6, -2.2, 1.1, -2.9, 0.4, 7, 2.2, nt
CN(C)C1C(=O)C(C(N)=O)=C(O)C2(O)C(=O)C3=C(O)c4c(O)cccc4C(C)(O)C3C(O)C12 (configuration not stated)
 : -3, 28, 0.9, 7.3, 2.3, -6.6, -9, -0.7, 0.1
Cc1nnc(CN(C)Cc2cn[nH]c2-c2ccc(-c3ccccc3)cc2)o1
 : 2, 5, -0.3, 0.3, -1.3, -4.2, 11, 2.3, 0.4
CC1CC(C)CN(S(=O)(=O)c2ccc(C(=O)NCc3ccc4c(c3)OCO4)cc2)C1 (configuration not stated)
 : 10, 4, -1.6, -0.3, -0.5, nt, -1, i, nt
Nc1ccc2c(c1)OC1(CCCC1)O2
 : 3, 6, 1.9, 0.8, -1.9, 0.6, 0, i, nt
CCOC(=O)N1CCN(C(=O)c2ccc(N(Cc3ccccc3)S(C)(=O)=O)cc2)CC1
 : 3, 3, 1.5, -1.8, -1.2, nt, 4, -0.4, 1.8
O=C1c2ccccc2NC(c2cccs2)N1O (configuration not stated)
 : 0, 6, nt, 0.5, -2.3, 1.4, 2, -0.1, -1.2
C=C1CCC(N(O)c2cc(C)on2)C(=C)CCC2C1CC2(C)C (configuration not stated)
 : 1, -14, -1.3, -0.7, -4.1, 1.6, 33, i, 1.0
c1ccc(Cn2nnc3c(NCc4ccc5c(c4)OCO5)ncnc32)cc1
 : -1, 9, -1.2, -0.7, -1.4, 2.2, 7, i, -0.7
O=C(NCCS(=O)(=O)NCc1ccc(F)cc1)c1ccc2c(c1)OCO2
 : 2, 1, 1.1, -0.3, -1.3, -0.6, -1, i, -1.1
CCCCC(=O)Nc1ccc(C(=O)Nc2ccc(OC)cc2[N+](=O)[O-])cc1
 : 2, 14, 0.7, 4.4, -1.6, -0.1, -5, -0.3, -4.7
Cc1nn2c3ccccc3n(CC(=O)c3cccs3)c2nc1=O
 : 20, 7, 0.4, -0.9, -2.9, -0.1, -7, -0.5, nt
COc1ccc(CC(CC(=O)O)C(=O)Nc2ccccc2)cc1 (configuration not stated)
 : 5, -10, 1.1, -0.7, -0.8, nt, 0, -2.1, -2.6
COc1ccc2c(c1)c1nnc(SCC(=O)Nc3ccccc3F)nc1n2C
 : -1, 9, 2.5, -0.8, 0.4, 1.2, -1, i, -1.1
O=C(Nc1ccc(F)c(Cl)c1)C1CC(=O)n2c(nc3ccccc32)N1 (configuration not stated)
 : 7, 5, -3.1, 0.7, -1.4, 0.4, 8, 7.4, nt
NC(=O)c1cc(-c2csc(NCCc3ccccc3)n2)ccc1O
 : 4, -3, 1.9, 0.4, 15*, -3.5, 1, -0.5, 1.1
COc1cccc(-c2cnc3c(NC=O)cc(-c4cccc(NC(C)=O)c4)cn23)c1
 : 3, 9, nt, nt, -2.4, 1.1, 21, i, 5.1
COCCCn1c(SCC(=O)Nc2sc3c(c2C#N)CCCC3)nnc1-c1ccncc1
 : -5, 11, -0.2, 0.5, 0.3, 0.5, 4, nt, 1.5
Cc1ccc(OCC(=O)Oc2ccc(C(C)C)cc2)cc1
 : 30*, -13, -2.0, 0.6, -2.5, -7.5, 9, i, 2.7
CC(C)CCN(C(=O)c1ccccn1)c1c(N)n(Cc2ccccc2)c(=O)[nH]c1=O
 : 2, 4, -0.1, -0.5, -0.9, 0.6, -7, -0.8, -2.5
COC(=O)N1CCN(c2ccc(OC)cc2)CC1
 : -2, -11, -2.6, -0.4, -4.6, -2.4, 2, -0.3, -0.5
COC(=O)c1cccc(NC(=O)c2ccc3c(c2)C(=O)N(C(C)(C)C)C3=O)c1
 : 2, 21, 2.7, 0.9, -1.1, -0.4, -1, -0.4, -2.1
Cc1nnc2n(C)c(=O)c3c4c(sc3n12)COC(C)(C)C4
 : -8, -14, -0.1, 0.1, -3.9, 1.4, -5, -0.4, nt
COc1ccccc1Cn1c(C)nc2ccccc21
 : 1, -2, 2.6, nt, -2.0, 1.5, 1, -0.5, 1.7
CC(C)CC1NC(=O)N(CC(=O)Nc2ccc(OC(F)F)cc2)C1=O (configuration not stated)
 : 3, 5, nt, -0.9, -1.3, 1.2, -2, i, 1.3
CC(=O)C12CCCCC1CC1[C@@H]3CC(C)C4=CC(=O)CC[C@]4(C)C3CC[C@@]12C (some centres not stated)
 : 34*, 2, nt, 0.0, -1.9, -0.1, -2, -1.5, -2.7
Cc1cccc(Cn2c(C)nc3c(N)c(C)c(C)cc32)c1
 : -1, 0, -2.2, 0.4, -1.4, 1.2, 16, -0.2, nt
Cc1cc2c(c(=O)n1Cc1ccco1)C(c1ccccc1)C(C#N)=C(N)O2 (configuration not stated)
 : 1, 8, -0.3, 1.7, 0.5, nt, -9, -0.4, 0.6
COc1cccc(C(=O)NC2CC3CCCC(C2)N3CC(=O)Nc2ccccc2)c1 (configuration not stated)
 : 0, 9, -4.8, 0.4, -2.7, nt, -1, -0.4, 0.9
OC1(c2ccccn2)COc2ccccc2O1 (configuration not stated)
 : 0, 2, 5.5, -0.1, -0.4, 0.2, 1, -0.3, -2.2
O=C(COC(=O)CSc1ccc2ccccc2c1)Nc1ccccc1OC(F)F
 : 0, 7, 3.6, 0.2, -0.2, 0.0, -8, -0.5, -4.2
Cc1ccc(NCC(=O)N/N=C/c2ccncc2)cc1
 : -2, 0, -0.5, -0.4, 0.5, -1.0, -1, -0.4, 2.7
CC(C)C(=O)N1CCN(c2ccccc2NC(=O)c2ccco2)CC1
 : 0, -6, 3.4, 1.4, -3.7, 1.2, 3, -0.3, 0.9
COc1ccc(CCNC(=O)CN(c2cc(OC)ccc2OC)S(=O)(=O)c2ccccc2)cc1
 : 1, 8, -0.9, 1.0, -3.5, 0.0, 46, -5.6, 0.0
Cc1nn(C(C)C)c(C)c1[C@@H]1C[C@H]2CN(Cc3cccc(Cl)c3)C(=O)[C@]23CCCN13
 : 2, -8, 1.3, -1.0, 2.4, 0.9, 15, 5.2, 2.0
O=C(COC(=O)c1cccnc1Cl)NCC1CCCO1 (configuration not stated)
 : 2, -2, 1.4, 1.5, 0.8, 0.2, 6, i, -0.1
CS(=O)(=O)N1CCCC(C(=O)Nc2ccc3c(c2)OCCO3)C1 (configuration not stated)
 : -8, -7, 1.3, -0.2, -2.6, 1.4, -8, i, -0.4

Five entries picked at random from those above:
Values run as follows: Mtb FBA inh, GDH-TPI counter, Mtb UGM inh, PfHsp40 yeast, FadD28 binding, TcdB GH inh, Y pestis TopoI, BH1578 lux ind, BioA inh
COc1ccc(CCNC(=O)CN(c2cc(OC)ccc2OC)S(=O)(=O)c2ccccc2)cc1
 : 1, 8, -0.9, 1.0, -3.5, 0.0, 46, -5.6, 0.0
CC(C)C(=O)N1CCN(c2ccccc2NC(=O)c2ccco2)CC1
 : 0, -6, 3.4, 1.4, -3.7, 1.2, 3, -0.3, 0.9
O=C(COC(=O)CSc1ccc2ccccc2c1)Nc1ccccc1OC(F)F
 : 0, 7, 3.6, 0.2, -0.2, 0.0, -8, -0.5, -4.2
Cc1cccc(Cn2c(C)nc3c(N)c(C)c(C)cc32)c1
 : -1, 0, -2.2, 0.4, -1.4, 1.2, 16, -0.2, nt
COc1ccccc1Cn1c(C)nc2ccccc21
 : 1, -2, 2.6, nt, -2.0, 1.5, 1, -0.5, 1.7

Further compounds follow.
Values run as follows: Mtb FBA inh, GDH-TPI counter, Mtb UGM inh, PfHsp40 yeast, FadD28 binding, TcdB GH inh, Y pestis TopoI, BH1578 lux ind, BioA inh
COc1ccc(CCn2c(=O)[nH]c3cc(C(=O)NCCCN4CCOCC4)ccc3c2=O)cc1OC
 : 1, 11, -0.3, 0.4, -0.4, -0.4, 4, -0.5, -1.2
CC(C)(C)OC(=O)NCCCCc1cn(CC(=O)N2CCN(C(=O)OC(C)(C)C)CC2)nn1
 : 1, 1, 1.6, 0.2, -3.0, 1.3, 1, -5.2, 0.9
CC(C)NC(=O)Nc1n[nH]c(Nc2ccc(Cl)cc2)n1
 : 0, -10, 0.7, -0.7, -2.6, 2.0, -4, -0.2, -0.6
CCC(=O)N1CCN(c2nnc(-c3ccccc3)c3ccccc23)CC1
 : 3, 8, 0.2, 0.1, -2.5, 2.8, 4, -6.7, 38
CCCOP(=O)(O)c1c([N+](=O)[O-])cc(C(F)(F)F)cc1[N+](=O)[O-] (tested in a mixture with another compound)
 : -3, 2, -1.4, 1.2, -0.6, 2.7, 1, i, -1.2
COc1ccccc1NC(=O)c1csc2c1CCC(C)C2 (configuration not stated)
 : -4, 0, 1.3, 17, -2.9, 1.6, 5, i, nt
O=C(NCc1ccc(F)cc1)C(=O)NCC1OCCCN1S(=O)(=O)c1cccs1 (configuration not stated)
 : 2, 3, -0.8, 0.2, -1.4, 0.6, 2, i, -1.5
O=C(CSc1nc2ncccc2[nH]1)NCc1ccccc1
 : 1, 1, 4.4, 0.6, 0.5, 1.3, -2, i, 0.4
O=C(Cc1cccc2ccccc12)Nc1cccnc1
 : -1, 10, -1.1, 0.7, -2.1, 1.2, 7, 2.1, -1.7
O=C(Cc1ccc(NC(=O)C2CCN(C(=O)C3CCCC3)CC2)cc1)Nc1ccc(C(=O)N2CCOCC2)cc1
 : -2, -6, nt, 1.4, -4.2, 1.1, 15, i, 2.0
Cc1ccc2[nH]c(-c3ccccc3)c(CN3CCN(C)CC3)c(=O)c2c1
 : 0, 9, 0.8, -0.9, -0.8, nt, 1, -4.0, 4.7
CC(=O)Nc1ccc(S(=O)(=O)Nc2cc(S(=O)(=O)N3CCCCC3)ccc2O)cc1
 : 0, -2, nt, 0.0, -1.4, -0.8, 5, -0.7, 0.3
O=C(CCS(=O)(=O)c1ccc(Cl)cc1)Nc1nnc(-c2cccs2)o1
 : -3, 9, 0.6, -0.2, -3.9, -0.1, -2, -0.7, nt
CN(C)c1ccc(O)c2c1CC1CC3[C@@H](N(C)C)C(=O)C(C(N)=O)=C(O)[C@]3(O)C(=O)C1=C2O (some centres not stated)
 : 0, 21, -1.5, 5.7, 2.0, -5.0, -18, 6.2, 0.7
CSC[C@H](NC(=O)Cc1c(C)c2cc3c(C)c(C)oc3cc2oc1=O)C(=O)N[C@@H](Cc1ccccc1)C(=O)O
 : 6, 7, 3.9, -0.5, -4.1, nt, 4, -0.4, -0.7
Cc1ccc(S(=O)(=O)N(C)CC(=O)NNC(=O)Cc2cccc(F)c2)cc1
 : 0, -4, -1.3, 0.1, -4.1, 3.0, 8, i, -1.2
COc1cc(/C=N/Nc2ccc(F)cc2F)cc(OC)c1OC
 : 0, 11, 3.5, 1.6, -2.9, 0.5, -1, -0.4, nt
